# NadD inh: blocks S. aureus nicotinate mononucleotide adenylyltransferase | purified NadD enzyme, colorimetric absorbance read-out | inhibition, % at 20 µM | 360,000 tested, 0.78% active; in the data active = inhibition above about 26%; also: some compounds past the cut are filed as inactive
# Scp-1 inhibitor: blocks human Scp-1 phosphatase activity. 340,000 tested, 0.88% active. Recombinant Scp1, phosphopeptide, malachite green phosphate absorbance. AID 493091. inhibition, % at 20 µM;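 active = inhibition above about 50% at 20 µM, limit read from the data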;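 also: plate controls were DMSO wells with enzyme for no effect and wells lacking enzyme for full effect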
#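 Test system: SCP-1 catalytic domain; Buffer or medium: Acidic Tris acetate buffer with magnesium and detergent; Also added: Phosphorylated 17-residue peptide substrate; Compound: single 20 µM dose, 1% DMSO; Schedule: enzyme reaction 45 min at room temperature, colour 5 min, stabilisation 30 min; Signal: Phosphate-binding colour reagent, absorbance read at 630 nm.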
# TbMetRS inhib: Trypanosoma brucei MetRS inhibition; 360,000 tested, 0.4% active; purified T. brucei MetRS, ATP depletion, Kinase-Glo luminescence; AID 624268; inhibition, % at 11.9 µM;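 active = inhibition above a per-plate cutoff of the control wells' mean inhibition plus 3 SD, cut at about 5.5% in these data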;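 also: 0% = DMSO wells median and 100% = median of wells with control inhibitor compound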
#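 Material – parasite MetRS enzyme · Medium – HEPES-MgCl2-KCl buffer plus DTT, spermine, BSA, pyrophosphatase · Reagent – ATP, methionine and E. coli bulk tRNA substrates · Times – 15 min enzyme-compound preincubation, 2 h reaction, 10 min detection, 25 °C · Measured by – luminescence of leftover ATP · Evaluation – percent inhibition relative to median high and low control wells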
# STEP block: STEP (human) phosphatase inhibition | recombinant STEP, OMFP fluorogenic substrate, fluorescence | inhibition, % at 20 µM | 360,000 tested, 0.25% active | AID 588621;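 active = inhibition at 20 µM, scaled per plate between control wells, above about 37%, limit read from the data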;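 also: 0% = DMSO with enzyme and substrate and 100% = substrate only without enzyme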
#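 Measure: Control-normalized % inhibition with plate pattern correction | Test system: STEP phosphatase, cell-free reaction | Medium: pH 6.0 Bis-Tris with DTT and Tween 20 | Technique: Fluorescence, 480/540 nm | Times: Reaction 20 min, ambient temperature | Doses: Single compound dose of 20 µM, 1% DMSO final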
# CSN inh: blocks human CSN-mediated cullin deneddylation. Q92905. Purified CSN, SCF-Nedd8-OG deneddylation, fluorescence polarization. 360,000 tested, 0.38% active. inhibition, % at 12.5 µM;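 active = pattern-corrected inhibition above about 35%, with an unprinted fluorescence ratio check between 0.5 and 1.5, limit read from the data, passing the limit was not always enough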;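 also: 0% = enzyme with substrate and 100% = substrate without enzyme; some results filed as inactive read as strong as hits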
#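 Assay system: Purified human Csn5 enzyme expressed in HEK293T cells | Amount: Enzyme 0.24 nM | Measured by: Fluorescence polarization readout | Medium: Tris/NaCl/DTT buffer, pH 7.5 | Compound dosing: One concentration, 12.5 µM, 0.25% DMSO | Times: 90 min incubation of compound, enzyme and substrate at room temperature | Control set: no-enzyme wells high, enzyme-with-substrate wells low | Read-out: % inhibition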
# DNMT1 block: blocks human DNA methyltransferase DNMT1; AID 588458; 360,000 tested, 0.83% active; DNMT1 molecular beacon, Hinp1I cleavage, fluorescence; inhibition (reported as % activation of signal), % at 10 µM; in the data active = inhibition above about 50%
# LMPTP block: LMPTP (human) inhibition. recombinant LMPTP-A, OMFP fluorogenic substrate, fluorescence intensity. 360,000 tested, 0.22% active. P24666. inhibition, % at 20 µM;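 active = compounds that cut the enzyme signal by at least half of the control window in the single-dose screen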;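 also: plate controls were DMSO wells with enzyme plus substrate for no effect and substrate without enzyme for full effect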
#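 Test system: LMPTP-A phosphatase enzyme. Amount: LMPTP-A at 0.625 nM final in the reaction. Reagent: OMFP substrate, 400 µM final. Times: 50 min at room temperature. Signal: endpoint fluorescence intensity from OMFP dephosphorylation. Read-out basis: % inhibition. Benchmarks: no-enzyme and uninhibited controls.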
# Rpn11 block: blocks the human proteasome subunit Rpn11; calls only at 20 µM; human 26S proteasome, Ub4-pepOG fluorescence polarization; 20S core pre-blocked with epoxomicin; 360,000 tested, 0.59% active;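 active = inhibition at 20 µM, scaled to each plate's controls, above about 33%, limit read from the data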
# Target sequence (O00487 whole entry, looked up): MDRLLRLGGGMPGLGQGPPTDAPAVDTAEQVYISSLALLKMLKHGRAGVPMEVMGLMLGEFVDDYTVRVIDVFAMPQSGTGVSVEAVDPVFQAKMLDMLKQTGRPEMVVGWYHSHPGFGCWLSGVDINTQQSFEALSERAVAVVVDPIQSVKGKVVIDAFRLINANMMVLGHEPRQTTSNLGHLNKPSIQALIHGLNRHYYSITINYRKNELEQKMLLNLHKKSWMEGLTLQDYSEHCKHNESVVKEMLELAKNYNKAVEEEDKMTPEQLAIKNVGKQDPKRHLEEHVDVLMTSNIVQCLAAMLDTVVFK
# SUMO1-SIM PPI: SUMO1-SIM interaction modulation | P63165 | SUMO1 binding to a labelled peptide, TR-FRET, 1 h | inhibition, % at 20 µM | 360,000 tested, 0.33% active | AID 602429; in the data active = inhibition above about 37%
# MLLE-PAM2 inh: inhibitors of microRNA-mediated deadenylation, human PABP1 MLLE binding | P11940 | inhibition, % at 20 µM | 360,000 tested, 0.36% active | GST-MLLE / FITC-PAM2 fluorescence polarization; in the data active = inhibition above about 35%, passing the limit was not always enough;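 also: plate controls were DMSO wells with GST-MLLE for no effect and wells lacking GST-MLLE protein for full effect; some results filed as inactive read as strong as hits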
# Target sequence (P11940 whole entry, looked up): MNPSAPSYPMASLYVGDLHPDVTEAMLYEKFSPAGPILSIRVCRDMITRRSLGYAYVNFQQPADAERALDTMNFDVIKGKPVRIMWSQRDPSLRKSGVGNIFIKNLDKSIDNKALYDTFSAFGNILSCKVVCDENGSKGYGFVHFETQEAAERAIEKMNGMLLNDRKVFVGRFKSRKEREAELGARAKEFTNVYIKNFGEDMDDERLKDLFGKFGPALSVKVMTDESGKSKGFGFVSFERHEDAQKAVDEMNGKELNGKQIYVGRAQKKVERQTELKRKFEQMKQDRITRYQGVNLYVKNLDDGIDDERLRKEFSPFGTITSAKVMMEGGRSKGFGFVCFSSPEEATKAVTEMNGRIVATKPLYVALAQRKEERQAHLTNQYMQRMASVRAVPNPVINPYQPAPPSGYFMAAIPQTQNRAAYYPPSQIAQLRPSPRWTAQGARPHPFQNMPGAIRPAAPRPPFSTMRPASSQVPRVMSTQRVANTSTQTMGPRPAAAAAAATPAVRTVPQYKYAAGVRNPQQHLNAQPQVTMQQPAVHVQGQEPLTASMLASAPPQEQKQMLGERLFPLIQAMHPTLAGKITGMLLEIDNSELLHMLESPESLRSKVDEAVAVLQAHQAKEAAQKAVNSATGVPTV
# Starred values were filed as active, the others as inactive; i = inactive; . = no result given.
# Second line of a record: NadD inh	Scp-1 inhibitor	TbMetRS inhib	STEP block	CSN inh	DNMT1 block	LMPTP block	Rpn11 block	SUMO1-SIM PPI	MLLE-PAM2 inh
- CCn1cc(C(=O)NCCC(C)C)c(=O)c2cc(F)c(N3CCN(C)CC3)cc21
  -8	2	-0.7	3	1	1	1.4	i	-1	2
- Cn1cc(C(=O)c2ccc(Cl)cc2Cl)cc1C(=O)N/N=C(\N)COc1ccc(Cl)cc1Cl
  41*	22	0.2	-7	4	-7	3.1	i	-4	16
- CC1=C(C)CC(C(=O)Nc2cccc(Cl)c2)C(C(=O)O)C1 (stereo not drawn)
  -2	-4	-0.2	3	1	-3	-1.1	i	-1	-6
- COc1ccc(NC(=O)CN2CCN(S(=O)(=O)c3ccc(Cl)cc3)CC2)cc1Cl
  0	-2	-0.9	2	0	-3	1.1	i	8	0
- COc1cccc(C(NC(C)=O)c2nc(-c3ccc4c(c3)OCO4)cs2)c1 (stereo not drawn)
  -1	.	-0.3	2	-9	1	0.3	i	1	-5
- Oc1ccc(-c2cc(-c3ccc(O)cc3)nc(-c3ccccc3)n2)cc1
  2	-12	-0.3	-5	1	-15	3.4	i	3	-9
- NS(=O)(=O)c1ccc(CCNC(=O)C2CCC(Cn3c(=S)[nH]c4ccccc4c3=O)CC2)cc1 (stereo not drawn)
  7	-10	-0.2	-3	14	-2	1.7	i	4	-48
- O=S(=O)(Nc1ccc(F)cc1)c1ccc(NC(=S)Nc2ccccc2)cc1
  -4	4	-0.5	0	1	-3	-0.7	i	4	3
- Cc1cc([N+](=O)[O-])nn1CC(=O)NC1CCCCC1
  -13	-1	0.3	-4	4	2	-1.6	i	-7	1
- COc1ccc(OC)c(-c2csc(NC(=O)c3ccc4c(c3)OCO4)n2)c1
  -3	-6	0.3	-4	6	-14	3.5	i	-2	-3
- O=C(Nc1cc(Cl)ccc1N1CCOCC1)c1ccncc1
  -3	6	-0.5	-1	-4	80*	-0.9	i	2	-39
- CC1CN(c2nc3ccccc3nc2C(C#N)C(=O)OC2CCCCC2)CC(C)O1 (stereo not drawn)
  0	-4	-0.8	4	0	-2	2.8	i	-1	-12
- CCOc1ccc(CCNC(=O)COC(=O)c2cccc(S(=O)(=O)N(C)C)c2)cc1OCC
  0	-5	-0.1	-2	-1	-1	-0.7	i	2	-20
- O=C(COc1ccc2c(c1)oc(=O)c1ccccc12)N[C@@H](Cc1c[nH]c2ccccc12)C(=O)O
  9	1	3.7	-2	6	1	0.2	i	19	-6
- CC(C)(C)CNC(=O)C1(C)CCN1C(=O)C1(c2ccccc2)CC1 (stereo not drawn)
  -5	.	-0.2	-3	-4	2	-1.6	i	3	-3
- COc1ccc(C(=O)N/C(=C\c2cn(S(=O)(=O)N(C)C)c3ccccc23)C(=O)N2CCCC2)cc1
  5	.	-0.1	0	4	1	0.4	i	-2	5
- COc1ccccc1CNC(=O)COC(=O)c1ccc(S(=O)(=O)N2CCCCC2)cc1
  3	-7	-0.2	0	-3	6	-1.2	i	6	-5
- Clc1cccc(Cc2c(-c3ccco3)nc3ccc(Br)cn23)c1
  41*	.	0.2	0	28	68*	13	i	5	-23
- CCc1nnc(NC(=O)CCC(=O)NC2CCCCCC2)s1
  1	-5	0.5	-2	-2	0	-1.6	i	0	14
- O=C(/C=C/Nc1cccc(C(F)(F)F)c1)C(F)(F)F
  -10	-9	-0.1	3	-14	0	0.1	i	-1	5

# Going on with the list.
# Second line of a record: NadD inh	Scp-1 inhibitor	TbMetRS inhib	STEP block	CSN inh	DNMT1 block	LMPTP block	Rpn11 block	SUMO1-SIM PPI	MLLE-PAM2 inh
- CCC(C)NS(=O)(=O)c1ccc(OCC(=O)NCC2CCCO2)cc1 (stereo not drawn)
  0	-5	-0.5	0	-2	0	-0.2	i	-1	0
- COc1ccccc1NCCC(=O)O
  -3	-2	-0.8	5	-3	1	-1.1	i	-4	-1
- CCOC(=O)c1cccc(NC(=O)c2ccc(-n3cnnn3)cc2)c1
  -4	8	0.5	0	4	17	-2.3	i	3	11
- Cc1cc(NS(=O)(=O)c2c(C)[nH]c(=O)[nH]c2=O)ccc1Br
  -9	-7	-1.3	0	1	-1	1.6	i	3	-2
- CC(C)CSc1n[nH]c(=S)s1
  11	4	-0.3	2	-1	3	6.8	i	-1	-5
- O=C(NC1CCCCC1)N(CCN1CCCC1)Cc1cc2cc3c(cc2[nH]c1=O)OCCO3
  1	-3	-0.5	2	-1	-2	5.5	i	-5	-23
- COc1ccc(NC(=O)COC(=O)c2ccc(OCc3c(C)noc3C)cc2)cc1OC
  -3	-9	-0.1	2	-2	-4	0.8	i	0	-5
- C=C(C)CNC(=S)N1CCNC(=O)C1CC(=O)OC (stereo not drawn)
  -2	-9	0.0	-1	-15	4	-0.5	i	-2	5
- Cc1cccc(N2CCN(C(=O)NC(C)c3ccc(F)c(F)c3)CC2)c1C (stereo not drawn)
  -7	-5	0.5	1	0	-1	1.7	i	9	7
- COc1cc(/C=C/C(=O)Nc2cccnc2)cc(OC)c1OC
  -7	-2	-0.4	1	4	-1	3.9	i	-10	-4
- O=C(Cn1cnc2ccccc2c1=O)NNC(=O)c1ccccc1
  2	0	-0.5	-1	0	-1	0.3	i	0	-1
- CC1CCc2c(sc(NC(=O)CSc3ncn[nH]3)c2C#N)C1 (stereo not drawn)
  1	-7	0.1	2	-2	-5	-7.2	i	3	-15
- C=C(Br)CN1[C@@H](Cc2ccccc2)[C@H](O)[C@@]23C=C[C@@H](C[C@@H]2S1(=O)=O)O3
  -4	-3	-0.2	0	-1	0	-0.8	i	6	1
- COc1cccc(NC(=O)CSCc2nc3sc(C)c(C)c3c(=O)[nH]2)c1
  3	.	-0.2	-2	1	4	-0.6	i	9	4
- CC1CCCC(C)N1C(=O)CSc1nnc(COc2ccc(F)cc2)o1 (stereo not drawn)
  -9	-7	0.6	-5	-2	0	0.2	i	7	-8
- CCC(C)C(=O)Nc1ccc(OC)cc1[N+](=O)[O-] (stereo not drawn)
  -2	1	-0.6	1	-6	-2	-1.3	i	-10	-1
- CN1C(=O)C2C(c3ccc(N(C)C)cc3)=NN(Cc3ccccc3)C2C1=O (stereo not drawn)
  -5	-1	-0.3	-2	-7	-1	0.0	i	-14	-1
- O=C(NCCCN1CCCC1=O)c1nnc(Cc2c(F)cccc2Cl)o1
  3	-8	0.5	-3	-3	-1	-0.4	i	-6	-1
- O=C(NC1CCCCCC1)c1cccc(S(=O)(=O)N2CCOCC2)c1
  -1	27	-0.2	1	1	7	-0.8	i	1	-4
- O=C(N/N=C/c1ccc(N2CCOCC2)cc1)c1ccccn1
  -5	-8	-0.5	4	1	-1	-0.3	i	-23	-15

# Later entries
compound,NadD inh,Scp-1 inhibitor,TbMetRS inhib,STEP block,CSN inh,DNMT1 block,LMPTP block,Rpn11 block,SUMO1-SIM PPI,MLLE-PAM2 inh
Cc1ccc(Cn2cnc3ccccc32)cc1,4,-2,-0.7,2,-3,0,2.8,i,-1,5
Cc1cnc(C(=O)Nc2ccc(OC(F)(F)F)cc2)cn1,-5,-2,-0.7,11,1,0,5.3,i,4,0
O=S1(=O)CC(N2CC=CC2)CN1Cc1cn(Cc2cccc(Cl)c2)nn1 (stereo not drawn),-1,.,-0.1,.,-2,.,-1.4,.,5,.
NS(=O)(=O)c1ccc(CNC(=O)c2ccc3c(=O)n4c(nc3c2)CCC4)cc1,6,-1,0.6,-2,0,0,1.1,i,6,7
CCc1nc(SCc2ccc(F)cc2)n[nH]1,-7,-5,-0.4,-5,-11,3,-1.3,i,-2,-3
CO[C@H]1/C=C/O[C@@]2(C)Oc3c(C)c(O)c4c(O)c(c(C=NN5CCN(C)CC5)c(O)c4c3C2=O)NC(=O)/C(C)=C\C=C\[C@H](C)[C@H](O)[C@@H](C)[C@@H](O)[C@@H](C)[C@H](OC(C)=O)[C@@H]1C,15,-11,-0.4,2,7,-18,4.8,i,-59,-21
COc1ccccc1/C=C/C=N/n1c(-c2cc(-c3ccccc3)n[nH]2)n[nH]c1=S,36*,-3,-0.1,0,104,-20,2.7,i,4,-66
CCCNS(=O)(=O)c1ccc(OCC(=O)Nc2ccccc2F)cc1,0,-8,-0.2,-2,0,0,-1.0,i,0,2
COc1ccc(Br)c(C(=O)N2CCN(S(=O)(=O)/C=C/c3ccccc3)CC2)c1,-7,-12,-0.1,0,-2,-3,0.2,i,-3,-6
O=C(Nc1ccc(N2CCOCC2)cc1N1CCOCC1)c1ccc([N+](=O)[O-])cc1Cl,-2,-5,-0.2,0,-3,-1,0.3,i,-36,-26

# From PubChem

# Rows are unselected. Share with any hit: about 3.6%.
